Mac1 fbg enh – enhancers of human CD11b/CD18 binding to fibrinogen | 93,000 compounds, 0.07% hits | K562 CD11b/CD18 adhesion to fibrinogen, ATPlite luminescence | activation, % at 10 µM | AID 1499;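 active means 10 µM primary screen giving 50% or more activity, confirmed by 40% or more on retest at that dose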; further: strong numbers were not always called active; reference of the scale not given here
Target sequence (P05107 whole entry, looked up, other chains not shown): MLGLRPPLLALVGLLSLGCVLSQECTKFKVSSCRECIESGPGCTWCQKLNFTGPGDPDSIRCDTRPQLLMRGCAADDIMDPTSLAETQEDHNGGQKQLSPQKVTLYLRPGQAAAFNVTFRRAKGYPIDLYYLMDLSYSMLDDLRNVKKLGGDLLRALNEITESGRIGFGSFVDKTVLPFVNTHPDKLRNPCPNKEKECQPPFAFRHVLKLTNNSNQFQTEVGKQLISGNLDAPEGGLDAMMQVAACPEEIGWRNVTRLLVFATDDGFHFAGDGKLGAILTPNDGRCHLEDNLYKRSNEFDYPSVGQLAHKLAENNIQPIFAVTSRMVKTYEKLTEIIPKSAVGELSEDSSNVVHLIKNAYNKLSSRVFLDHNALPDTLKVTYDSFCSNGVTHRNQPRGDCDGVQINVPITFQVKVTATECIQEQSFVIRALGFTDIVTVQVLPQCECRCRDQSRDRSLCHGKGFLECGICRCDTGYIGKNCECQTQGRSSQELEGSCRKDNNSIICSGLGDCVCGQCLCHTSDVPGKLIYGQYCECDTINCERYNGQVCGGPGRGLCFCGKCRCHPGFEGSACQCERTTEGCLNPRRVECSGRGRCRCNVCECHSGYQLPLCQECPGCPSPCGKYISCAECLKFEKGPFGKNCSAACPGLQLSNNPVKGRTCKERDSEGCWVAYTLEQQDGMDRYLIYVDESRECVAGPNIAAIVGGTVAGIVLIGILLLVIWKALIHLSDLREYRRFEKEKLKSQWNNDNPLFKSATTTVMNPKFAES
Mac1 fbg inh – inhibitors of human CD11b/CD18 binding to fibrinogen; P05107+P11215; K562 CD11b/CD18 adhesion to fibrinogen, ATPlite luminescence; Mn2+ added to activate the integrin; inhibition, % at 10 µM; 93,000 compounds, 0.54% hits;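 active means primary inhibition of 50% or more at 10 µM, then 40% or more on retest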; further: some results filed as inactive read as strong as hits
* marks the source's active call; other numbers are inactive results.

Preview (6 entries):
1) CCN(C(=O)CN(C)Cc1c(F)cccc1Cl)c1c(N)n(Cc2ccccc2)c(=O)[nH]c1=O
  Mac1 fbg enh = 0	Mac1 fbg inh = -5
2) Cc1cc(C)c(-c2csc(NC(=O)/C=C/c3cccs3)n2)c(C)c1
  Mac1 fbg enh = -4	Mac1 fbg inh = 91
3) CCCCN1CN(Cc2ccco2)CNC1=S
  Mac1 fbg enh = 1	Mac1 fbg inh = 0
4) CCOC(=O)c1c(C)n(C)c2ccc(OC(=O)c3ccc([N+](=O)[O-])cc3)cc12
  Mac1 fbg enh = -6	Mac1 fbg inh = 12
5) CCC(=O)NC(=S)Nc1ccc(NC(=O)c2ccc([N+](=O)[O-])cc2Cl)cc1
  Mac1 fbg enh = 3	Mac1 fbg inh = 3
6) O=C(CSc1ccc2nnc(-c3cccc(F)c3)n2n1)N1CCCc2ccccc21
  Mac1 fbg enh = 12	Mac1 fbg inh = 30

The listing, from the start:
1) CCN(C(=O)CN(C)Cc1c(F)cccc1Cl)c1c(N)n(Cc2ccccc2)c(=O)[nH]c1=O
  Mac1 fbg enh = 0	Mac1 fbg inh = -5
2) Cc1cc(C)c(-c2csc(NC(=O)/C=C/c3cccs3)n2)c(C)c1
  Mac1 fbg enh = -4	Mac1 fbg inh = 91
3) CCCCN1CN(Cc2ccco2)CNC1=S
  Mac1 fbg enh = 1	Mac1 fbg inh = 0
4) CCOC(=O)c1c(C)n(C)c2ccc(OC(=O)c3ccc([N+](=O)[O-])cc3)cc12
  Mac1 fbg enh = -6	Mac1 fbg inh = 12
5) CCC(=O)NC(=S)Nc1ccc(NC(=O)c2ccc([N+](=O)[O-])cc2Cl)cc1
  Mac1 fbg enh = 3	Mac1 fbg inh = 3
6) O=C(CSc1ccc2nnc(-c3cccc(F)c3)n2n1)N1CCCc2ccccc21
  Mac1 fbg enh = 12	Mac1 fbg inh = 30
7) COCC(C)NC(=O)CSc1nc2ccccc2n1CCc1ccccc1 (stereo not drawn)
  Mac1 fbg enh = -3	Mac1 fbg inh = 11
8) COC(=O)C1=C(NC(=O)C2CCCCC2)CCS1
  Mac1 fbg enh = 0	Mac1 fbg inh = -5
9) CCCC(=O)Nc1sc(C)c(-c2ccc(OC)cc2)c1C#N
  Mac1 fbg enh = 14	Mac1 fbg inh = -7
10) CCn1c(SCC(=O)N/N=C/c2ccc(C)o2)nnc1-c1ccc(C)cc1
  Mac1 fbg enh = -1	Mac1 fbg inh = 2
11) CCC(=O)OCCNc1cc(Sc2nccn2C)c2nonc2c1[N+](=O)[O-]
  Mac1 fbg enh = -2	Mac1 fbg inh = 30
12) CCC1=NN(C(=O)CCc2ccccc2O)C(O)(C(F)(F)F)C1 (stereo not drawn)
  Mac1 fbg enh = -3	Mac1 fbg inh = -1
13) CC1CCN(C(=O)c2cc(Cl)nc3ccccc23)CC1
  Mac1 fbg enh = -3	Mac1 fbg inh = 1
14) Cc1ccc(S(=O)(=O)Nc2nc3ccccc3nc2NCc2ccc3c(c2)OCO3)cc1C
  Mac1 fbg enh = -5	Mac1 fbg inh = 60
15) CC(C)(C)NC(=O)COC(=O)/C=C/c1ccc(F)cc1
  Mac1 fbg enh = 0	Mac1 fbg inh = 1
16) COc1cc(NC(=O)CSc2c3c(nc4ccccc24)CCC3)cc(OC)c1OC
  Mac1 fbg enh = 0	Mac1 fbg inh = 1
17) Cc1ccc(C)c(Oc2ncnc(N)c2[N+](=O)[O-])c1
  Mac1 fbg enh = -6	Mac1 fbg inh = 6
18) CN(C)S(=O)(=O)Oc1cccc(C(=O)Nc2ccc(Cl)c(Cl)c2)c1
  Mac1 fbg enh = -7	Mac1 fbg inh = 4
19) O=C(/C=C/c1cc([N+](=O)[O-])ccc1OC(F)F)Nc1cccc2ccccc12
  Mac1 fbg enh = 16	Mac1 fbg inh = -3
20) Cc1ccc(N=C2NC(=O)S/C2=C\c2ccco2)cc1
  Mac1 fbg enh = 14	Mac1 fbg inh = 10
21) O=[N+]([O-])c1cc(-c2nnc(-c3ccccc3)o2)ccc1Oc1ccc(Cl)cc1
  Mac1 fbg enh = 3	Mac1 fbg inh = 1
22) CN1CCN(c2ccc(S(=O)(=O)N3CCCCC3)cc2NC(=O)Cc2ccc(Cl)cc2)CC1
  Mac1 fbg enh = 1	Mac1 fbg inh = -11
23) C/C(=C\c1ccccc1)C1NC(=O)c2c(sc3c2CCCC3)N1 (stereo not drawn)
  Mac1 fbg enh = -4	Mac1 fbg inh = 10
24) O=C(Nc1ccc(Cl)c(Cl)c1)Nc1nnc(CC2=CCCCC2)s1
  Mac1 fbg enh = 41	Mac1 fbg inh = 8
25) O=C1NC(c2ccc(-c3ccccc3[N+](=O)[O-])o2)C(C(=O)c2ccc(Cl)cc2)C(O)(C(F)(F)F)N1 (stereo not drawn)
  Mac1 fbg enh = 1	Mac1 fbg inh = 13

26) Cc1c(Cl)cnc(NC(=O)COC(=O)c2ccc([N+](=O)[O-])s2)c1Cl
  Mac1 fbg enh = 25	Mac1 fbg inh = -3
27) CCS(=O)(=O)N1CCN(c2ccc(C(=O)NC3C4CC5CC(C4)CC3C5)cc2[N+](=O)[O-])CC1 (stereo not drawn)
  Mac1 fbg enh = 3	Mac1 fbg inh = 0
28) S=c1[nH]nc(-c2ccccc2)n1/N=C/c1c[nH]c2ccccc12
  Mac1 fbg enh = 2	Mac1 fbg inh = -2
29) O=c1c2ccccc2nc(/C=C/c2cccc([N+](=O)[O-])c2)n1CCO
  Mac1 fbg enh = 5	Mac1 fbg inh = -8
30) COc1ccc(/C=C(/NC(=O)c2ccccc2)C(=O)N/N=C/c2sccc2C)cc1
  Mac1 fbg enh = 19	Mac1 fbg inh = -7
31) O=C(Nc1nc2c(s1)CCCC2)c1cc(-c2ccncc2)nc2ccccc12
  Mac1 fbg enh = 122	Mac1 fbg inh = -13
32) C=CCN1C(=O)C(CCCC)NC1=S (stereo not drawn)
  Mac1 fbg enh = 0	Mac1 fbg inh = 6
33) CC(=O)Nc1ccc(SCC(=O)Nc2ccccc2-c2ccccc2)cc1
  Mac1 fbg enh = -1	Mac1 fbg inh = 21
34) O=C(NN1C(=O)/C(=C/c2cccs2)SC1=S)c1ccccc1
  Mac1 fbg enh = -2	Mac1 fbg inh = -10
35) CCCC(=O)OCCNc1cc(SCc2ccco2)c2nonc2c1[N+](=O)[O-]
  Mac1 fbg enh = -2	Mac1 fbg inh = 11
36) Cc1ccc(-n2sc3ccccc3c2=O)cc1
  Mac1 fbg enh = -12	Mac1 fbg inh = 100
37) COc1ccc(/C=N/NC(=O)c2cc(-c3ccc4c(c3)OCO4)n[nH]2)cc1OC
  Mac1 fbg enh = 10	Mac1 fbg inh = 13
38) Cc1ccc(NC(=O)C(=O)NCc2ccc(/C=N/NC(=O)c3c(C)nc4cc(C)ccn34)o2)cc1
  Mac1 fbg enh = 100	Mac1 fbg inh = 0
39) O=C(COc1ccccc1F)N1c2ccccc2CCc2ccccc21
  Mac1 fbg enh = 13	Mac1 fbg inh = 3
40) Cc1ccc(SCc2ccc(C(=O)Nc3ccccc3Br)cc2)cc1
  Mac1 fbg enh = 4	Mac1 fbg inh = -16
41) CC(C)[C@H](NC(=O)c1ccccc1)C(=O)N1CCc2ccccc21
  Mac1 fbg enh = 3	Mac1 fbg inh = 3
42) O=C(N/N=C/c1ccccc1O)C1(O)c2ccccc2-c2ccccc21
  Mac1 fbg enh = -1	Mac1 fbg inh = 22
43) O=C(COC(=O)CCCOc1ccc(Cl)cc1Cl)NCc1ccc(F)cc1
  Mac1 fbg enh = 2	Mac1 fbg inh = 11
44) O=C(CSc1nc(-c2ccccc2Cl)ns1)Nc1ccc2c(c1)OCO2
  Mac1 fbg enh = 0	Mac1 fbg inh = 1
45) CN1C(=O)/C(=C/c2ccccc2OCc2ccc(F)cc2)N(C)C1=S
  Mac1 fbg enh = -3	Mac1 fbg inh = 4
46) Cc1cc(=O)n2ccsc2n1
  Mac1 fbg enh = 2	Mac1 fbg inh = 5
47) COc1ccc(C)cc1N(C(=O)c1ccc(F)cc1)c1nc2ccccc2s1
  Mac1 fbg enh = 4	Mac1 fbg inh = 12
48) CCCn1c(C)cc(/C=C(\C#N)C(=O)O)c1C
  Mac1 fbg enh = 1	Mac1 fbg inh = 14
49) CCOc1ccc(C(=O)NC(=S)Nc2ccc(NC(=O)c3ccco3)cc2)cc1[N+](=O)[O-]
  Mac1 fbg enh = 17	Mac1 fbg inh = 20
50) CN(CCC#N)C(=O)COC(=O)c1ccc(CNS(=O)(=O)c2ccc(F)c(Cl)c2)cc1
  Mac1 fbg enh = -3	Mac1 fbg inh = -16

51) CCOc1ccc(S(=O)(=O)c2c(C(=O)c3ccc(C)cc3)cnc3cc4c(cc23)OCCO4)cc1
  Mac1 fbg enh = 21	Mac1 fbg inh = 5
52) CCN(CC)S(=O)(=O)c1ccc(N=NC2=C(O)CCCC2=O)cc1
  Mac1 fbg enh = 0	Mac1 fbg inh = -20
53) CN(C)CCSc1nc(-c2ccccc2)nc2c1CCC2
  Mac1 fbg enh = -1	Mac1 fbg inh = 5
54) COc1cc(/C=N/NC(=O)C(=O)/C=C2\NC3(CCCC3)Cc3ccccc32)ccc1O
  Mac1 fbg enh = 18	Mac1 fbg inh = -1
55) COc1cc(CNCc2ccccn2)ccc1OCc1ccc(Cl)cc1
  Mac1 fbg enh = 1	Mac1 fbg inh = 11
56) CCc1ccccc1OCC(=O)N(CC)CC(=O)NCc1ccc(F)cc1
  Mac1 fbg enh = -4	Mac1 fbg inh = -12
57) O=C1C=C(c2cccs2)C[C@H](c2ccccc2)[C@H]1n1nnc([N+](=O)[O-])n1
  Mac1 fbg enh = 27	Mac1 fbg inh = -4
58) Cc1ccc(-c2nnc(-n3nc(C)cc3C)c3ccccc23)cc1
  Mac1 fbg enh = -1	Mac1 fbg inh = 12
59) COC(=O)c1sc2nc(C)cc(-c3ccccc3)c2c1N
  Mac1 fbg enh = -2	Mac1 fbg inh = -10
60) Cc1cc(/C=C(\C#N)C(=O)OCC(=O)Nc2ccc(OC(F)F)cc2)c(C)n1CC(C)C
  Mac1 fbg enh = 2	Mac1 fbg inh = 51
61) CC12CCC(C(=O)Nc3ccccc3-n3cccc3)(CC1=O)C2(C)C (stereo not drawn)
  Mac1 fbg enh = -4	Mac1 fbg inh = -3
62) O=C(CSc1ccc2ccccc2c1)NCc1cccs1
  Mac1 fbg enh = -1	Mac1 fbg inh = 6
63) Cc1ccc(C2CC(=O)C=C(Nc3ccc(Cl)cc3)C2)cc1 (stereo not drawn)
  Mac1 fbg enh = 0	Mac1 fbg inh = -29
64) Cc1cccc(NC(=O)CN2C(=O)N/C(=C\c3ccc(N4CCOCC4)cc3)C2=O)c1
  Mac1 fbg enh = 117	Mac1 fbg inh = -12
65) COc1cc(N(C)C)c([N+](=O)[O-])cc1C(=O)NC(C)CNc1ccc([N+](=O)[O-])cc1Cl (stereo not drawn)
  Mac1 fbg enh = -3	Mac1 fbg inh = 46
66) Clc1cccc(N/N=C(\Cc2nc3ccccc3[nH]2)c2ccccc2)c1
  Mac1 fbg enh = -5	Mac1 fbg inh = 82
67) CC(/C=N/n1c(-c2ccc(C)cc2)n[nH]c1=S)=C\c1ccco1
  Mac1 fbg enh = 8	Mac1 fbg inh = -1

4 structures from above, arranged by length of the SMILES, high to low:
64) Cc1cccc(NC(=O)CN2C(=O)N/C(=C\c3ccc(N4CCOCC4)cc3)C2=O)c1
  Mac1 fbg enh = 117	Mac1 fbg inh = -12
67) CC(/C=N/n1c(-c2ccc(C)cc2)n[nH]c1=S)=C\c1ccco1
  Mac1 fbg enh = 8	Mac1 fbg inh = -1
61) CC12CCC(C(=O)Nc3ccccc3-n3cccc3)(CC1=O)C2(C)C (stereo not drawn)
  Mac1 fbg enh = -4	Mac1 fbg inh = -3
62) O=C(CSc1ccc2ccccc2c1)NCc1cccs1
  Mac1 fbg enh = -1	Mac1 fbg inh = 6

Source: PubChem BioAssay

Not all compounds are listed (hit frequency here may not be typical).
